TWEAK-Fn14 inh = blocks TWEAK-Fn14 interaction in a reporter cell assay; TWEAK-stimulated Fn14 reporter cells, luciferase luminescence, 8 h; inhibition, % at 10 µM; 360,000 tested, 2% active; in the data active = inhibition above about 50%
NR2F2 inh = inhibitors of human COUP-TFII (NR2F2); inhibition, % at 8.6 µM; P24468; 370,000 tested, 0.7% active; HEK293T NGFI-A luciferase reporter, luminescence; AID 686940;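 active = inhibition above a per-plate cutoff, mean inhibition of test wells between control levels plus 3 SD, cut at about 38% in these data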;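 also: cells cotransfected with COUP-TFII expression vector driving the NGFI-A reporter; 0% = median of COUP-TF2 test wells and 100% = reporter-only cells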
Target sequence (P24468 whole entry, looked up): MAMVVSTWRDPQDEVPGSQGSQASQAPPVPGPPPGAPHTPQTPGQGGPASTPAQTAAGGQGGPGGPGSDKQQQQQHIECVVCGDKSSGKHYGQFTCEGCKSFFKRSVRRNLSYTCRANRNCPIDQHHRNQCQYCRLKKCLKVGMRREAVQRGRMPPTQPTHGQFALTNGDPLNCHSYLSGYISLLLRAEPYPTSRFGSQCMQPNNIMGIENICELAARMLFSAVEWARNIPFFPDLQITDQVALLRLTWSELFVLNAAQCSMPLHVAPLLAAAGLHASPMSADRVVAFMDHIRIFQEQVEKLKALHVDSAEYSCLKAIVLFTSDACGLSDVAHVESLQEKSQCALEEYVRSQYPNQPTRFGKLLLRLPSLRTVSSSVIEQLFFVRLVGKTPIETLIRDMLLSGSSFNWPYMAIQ
LRH-1 inv ag = NR5A2 inverse agonism in reporter assay | 360,000 tested, 0.13% active | HEK293T StAR-luciferase reporter, LRH-1 transfected, 24 h | AID 602396 | O00482 | inhibition, % at 3.6 µM;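 active = inhibition above the mean inhibition of all tested compounds plus 3 SD, cut at about 73% in these data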;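 also: 0% = DMSO wells and 100% = reporter-only cells lacking LRH-1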
Target sequence (O00482 whole entry, looked up): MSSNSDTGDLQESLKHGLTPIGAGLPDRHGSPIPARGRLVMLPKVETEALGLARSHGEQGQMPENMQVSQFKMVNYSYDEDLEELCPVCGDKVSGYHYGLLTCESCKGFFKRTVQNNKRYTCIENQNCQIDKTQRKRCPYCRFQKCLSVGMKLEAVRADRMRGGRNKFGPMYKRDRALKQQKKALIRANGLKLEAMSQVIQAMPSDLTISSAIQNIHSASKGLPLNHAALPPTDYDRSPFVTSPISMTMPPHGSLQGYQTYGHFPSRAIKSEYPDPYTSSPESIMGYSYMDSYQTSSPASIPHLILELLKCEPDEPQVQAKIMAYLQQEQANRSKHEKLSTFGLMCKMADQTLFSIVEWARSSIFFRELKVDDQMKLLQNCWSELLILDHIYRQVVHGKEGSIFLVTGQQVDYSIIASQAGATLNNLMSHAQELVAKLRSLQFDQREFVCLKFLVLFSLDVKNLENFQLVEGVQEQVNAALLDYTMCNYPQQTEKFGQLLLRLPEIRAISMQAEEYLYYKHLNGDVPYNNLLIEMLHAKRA
NCOA3 inh = inhibits human SRC3 coactivator; inhibition, % at 3.6 µM; Q9Y6Q9; 360,000 tested, 0.17% active; HEK293 GAL4-SRC3 luciferase reporter, luminescence; AID 588352;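 active = inhibition above a per-campaign cutoff, the mean of all compounds plus 3 SD, cut at about 60% in these data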;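 also: 0% = DMSO-treated cells and 100% = gossypol-treated cells at 36 µM; higher means less SRC3-driven luciferase light from the GAL4 reporter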
Shn3 3UTR inh = inhibitors of Schnurri-3 3'UTR reporter in osteoblasts | Clone20 osteoblast Shn3 3'UTR firefly luciferase, 24 h | inhibition, % at 12.5 µM | 360,000 tested, 0.52% active | AID 588674;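 active = mean inhibition of at least 75% with every replicate also reaching 75%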;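 also: 0% = median of neutral control wells and 100% = pilot-screen positive control compound; some compounds past the cut are filed as inactive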
CF NFkB block = inhibitors of cystic fibrosis induced NF-kB; KKLEB NF-kB-GFP reporter, PAF-induced, GFP fluorescence overnight; inhibition, % at 5 µM; 360,000 tested, 0.86% active; AID 588850;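 active = at least 50% inhibition at 5 µM, scaled per plate between neutral and stimulator controls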;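 also: PAF is a Pseudomonas aeruginosa culture filtrate used as stimulus; plate controls were PAF-stimulated DMSO wells for no effect and unstimulated DMSO wells for full effect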
C8 TRAIL sens = sensitizes caspase-8 expressing cells to TRAIL; NB7+C8 cells + TRAIL, ATPlite viability luminescence; inhibition (viability loss, TRAIL sensitization), % at 10 µM; 360,000 tested, 1% active;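 active = compounds causing at least 50% loss of cell viability in the single-dose screen, relative to plate controls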
KKLEB tox = CF airway cell cytotoxicity counter-screen; activity change (cytotoxicity), % at 5 µM; 360,000 tested, 0.36% active; KKLEB CF airway cells viability, ATPlite luminescence, overnight; active compounds read low; cells stimulated with P. aeruginosa culture filtrate;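 active = corrected activity change at or below -50% at 5 µM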
NCOA1 inh = inhibits human SRC1 coactivator. 360,000 tested, 0.12% active. inhibition, % at 3.6 µM. HEK293 GAL4-SRC1 luciferase reporter, luminescence. Q15788;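 active = inhibition above the campaign mean plus 3 SD, with each screening campaign given its own cutoff, cut at about 60% in these data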;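 also: 0% = DMSO treated cells and 100% = gossypol at 36 µM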
TROY signal inh = blocks TROY-dependent signaling in reporter cells; Q293 LMP1-TROYcd NF-kB luciferase reporter, 4 h; inhibition, % at 10 µM; 360,000 tested, 0.98% active; AID 1347056;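 active = compounds whose plate-normalised and pattern-corrected inhibition of the luciferase reporter signal at the single screening dose is 50% or more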
LMP1 NFkB inh = inhibitors of Epstein-Barr LMP1-induced NF-kappaB reporter | AID 504558 | inhibition, % at 12.5 µM | LMP1-induced NF-kappaB luciferase reporter cells, luminescence | 350,000 tested, 0.69% active; in the data active = inhibition above about 41%;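 also: 0% = neutral control wells and 100% = reference inhibitor control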
An asterisk follows results filed as active; · = not tested or not shown.

SMILES	TWEAK-Fn14 inh	NR2F2 inh	LRH-1 inv ag	NCOA3 inh	Shn3 3UTR inh	CF NFkB block	C8 TRAIL sens	KKLEB tox	NCOA1 inh	TROY signal inh	LMP1 NFkB inh
CCCC(=O)c1ccc(N2CCN(S(=O)(=O)c3ccccc3)CC2)c(F)c1	5.2	9.1	21.7	14.3	34.4	-7.6	11.9	12.4	-3.7	6.4	-1.0
COc1ccc(CNC(=O)C(C)N2CCN(c3ccc(C(C)=O)cc3)CC2)cc1 (stereo not drawn)	-1.2	-1.8	-10.4	11.5	-9.0	-22.6	-10.8	-4.0	0.1	-22.0	3.4
CCOC(=O)CSc1nnc(CNC(=O)c2ccccc2OC)n1-c1ccc(OC)cc1	6.8	13.9	18.6	-1.1	-4.9	3.3	-2.3	24.1	2.2	8.7	2.3
COc1ccc(C2C(C(=O)Nc3cccc(C)n3)c3ccccc3C(=O)N2C)cc1 (stereo not drawn)	-8.9	-1.5	4.5	8.9	-5.0	11.9	-13.8	6.6	6.7	6.6	8.0
CNc1cc(C(F)(F)F)nc(-c2ccccn2)n1	-7.3	-2.8	5.7	17.2	-15.6	-1.6	-4.3	11.9	10.1	1.9	2.0
O=C(N=Nc1c(O)[nH]c2ccccc12)c1cc(-c2cccs2)[nH]n1	-10.3	9.0	-0.6	16.6	-35.1	-34.3	10.2	5.4	-8.8	-55.7	-5.5
O=C(NCc1ccc(Cl)cc1Cl)c1ccc2nc[nH]c2c1	-2.8	3.1	-10.1	12.1	4.7	0.0	-3.0	1.1	2.8	7.6	3.4
Cc1ccc(N(C(=O)CNC(=O)c2ccco2)C(C(=O)NC2CCCC2)c2ccncc2)c(C)c1 (stereo not drawn)	22.8	-12.6	4.3	-1.6	8.7	0.1	8.6	3.3	-8.2	-18.1	0.2
O=C(c1ccc(-c2cccc([N+](=O)[O-])c2)o1)N1CCN(c2ccc([N+](=O)[O-])cc2)CC1	28.3	1.6	-4.5	-4.5	31.7	40.1	-4.8	-42.5	-2.4	34.9	9.3
CCCCn1c(N)c(N(CCOC)C(=O)CN2C(=O)c3ccccc3C2=O)c(=O)[nH]c1=O	9.2	13.0	2.3	18.9	8.6	-2.9	-2.1	-2.2	-6.6	1.3	5.1
O=C(O)c1cn(Cc2ccccn2)c(=O)c2ccccc12	-4.2	-5.7	-2.5	-1.5	-8.9	-1.3	-5.2	-19.7	-37.3	-0.3	1.6
Cc1cc(Br)ccc1NC(=O)CCCOc1cc(=O)n(C)c2ccccc12	10.5	-23.1	7.6	-1.1	-6.9	-107.7	-0.5	-9.8	4.0	-30.4	·
O=C(c1ccc(COc2c(F)c(F)c(F)c(F)c2F)o1)N1CCN(Cc2ccc3c(c2)OCO3)CC1	-48.8	19.6	11.0	7.3	15.6	-5.7	-8.0	1.3	0.5	3.1	5.7
N=c1n(Cc2ccccc2)c2ccccc2n1CC(O)c1ccco1 (stereo not drawn)	15.2	2.3	9.5	-18.8	29.5	-5.9	-7.9	-0.7	2.0	17.1	-2.6
COCCOC(=O)c1c(C)nc(SCC(=O)Nc2ccc(C)cc2)c(C#N)c1-c1ccco1	-23.2	-0.2	14.6	-10.3	12.5	14.7	-0.7	-7.4	-5.4	22.5	11.6
COc1ccc2oc(-c3ccccc3[N+](=O)[O-])cc(=O)c2c1	18.3	-38.7	-47.8	-39.6	-40.0	35.2	-37.9	-17.7	-58.0	-70.6	-8.9
O=C(COC(=O)C1CCC1)Nc1cccc(S(=O)(=O)N2CCOCC2)c1	8.2	3.8	10.8	-0.6	-11.0	5.3	4.4	6.5	3.1	3.6	-0.8
CCOc1ccc2nc(NC(=O)CS(=O)(=O)c3ccccc3)sc2c1	-13.1	-18.2	-24.8	-2.3	-7.8	-5.9	-1.6	3.9	-22.8	-19.7	-6.9
Cc1ccc(-c2cc(C(=O)N3CCN(c4ncccn4)CC3)c3ccccc3n2)cc1	39.2	0.9	-31.9	-43.9	-41.6	-3.5	66.8*	-18.8	-46.5	-5.6	-14.4
COc1cccc(-c2cc(C(F)(F)F)n3ncc(C(=O)N4CCc5ccccc5C4)c3n2)c1	15.3	2.3	-3.5	2.7	3.9	-3.6	-1.4	-6.9	-9.8	7.8	5.8
Cc1cc(C)cc(NC(=O)OCCN2CCN(Cc3ccccc3)CCC2=O)c1	-9.6	-1.5	6.9	-18.1	1.8	-8.3	-2.4	-2.7	-31.6	-2.0	-4.4
O=C(CSc1nnnn1C1CCCC1)N1CCCc2ccccc21	11.4	-6.7	2.6	-1.6	-4.2	-5.7	5.6	8.5	-45.7	-52.5	-9.2
COc1ccc(C#CC2=CC(=O)CC(C)(C)C2)cc1	-19.1	-28.5	-8.8	-43.8	-107.9	-5.0	10.9	3.9	-36.4	-35.5	-6.9
O=C(N=c1nc2ccccn2s1)c1ccccc1	94.9*	-55.5	-153.0	-65.8	28.0	-14.0	83.9*	-35.0	-65.5	58.8*	9.0
CCCCCNC(=O)c1ccc2c(=O)[nH]c3c(C(=O)NCC4CCCO4)sc(=S)n3c2c1 (stereo not drawn)	-20.8	9.4	0.1	3.1	-5.0	5.9	18.4	7.5	-2.5	-13.8	7.7
Cc1cccc(-n2c(CNC(=O)c3ccc(S(=O)(=O)N(C)C)cc3)nnc2SCC(=O)Nc2ccc(F)cc2)c1	-1.9	5.7	-4.8	4.8	-8.4	-13.7	5.0	7.0	-6.8	-18.6	-22.3
Cc1nn(C)c(C)c1-c1c(C#N)c(N)nc2c1CCCCCC2	-7.2	6.1	-4.2	17.1	5.5	-1.9	-2.8	2.3	-16.1	2.8	4.3
CCCNC(=O)OCc1cccnc1Sc1ccc(C)cc1	-24.3	-28.7	-31.2	-53.9	-18.4	-3.9	-4.1	17.2	-33.6	-36.8	-5.8
CC1(C)Cc2ccccc2C(NNC(=O)c2cccnc2)=N1	-2.6	-3.2	25.5	-2.1	6.2	2.8	6.7	-3.6	0.3	3.8	-7.3
O=C(NNC(=O)[C@@H]1CCCC[C@@H]1C(=O)O)c1cccs1	-17.2	0.2	-9.8	-7.8	-2.8	-5.2	-7.3	-5.8	-7.6	-15.8	-6.5
COc1cc(/C=C(/NC(=O)c2ccccc2)C(=O)Nc2ccc(O)cc2)c([N+](=O)[O-])cc1OC	-24.6	-12.9	-5.6	-13.4	-19.8	11.4	6.7	-1.8	-14.3	-3.4	1.8
Cc1ccnc(Nc2ccc(CCO)cc2)n1	2.7	-55.8	-95.0	-66.6	-49.8	-3.4	-4.2	-8.0	-92.3	18.2	·
O=C(CSc1nc2ccccc2c(=O)n1CC1CCCO1)Nc1ccccc1 (stereo not drawn)	11.2	-10.6	-3.0	-36.4	9.8	-9.2	-13.6	0.1	15.1	3.6	-1.3
CCOC(=O)c1c(/N=C/c2ccc(C)cc2O)sc2c1CCN(C)C2	16.6	-11.9	16.5	0.3	-2.0	-10.8	8.3	2.6	3.1	10.0	-0.1
O=C(CNC(=O)c1ccc(Cl)cc1Cl)OCn1nnc2ccccc2c1=O	-3.9	-3.4	-0.3	-3.0	-2.7	15.4	-20.2	-5.1	-10.7	-2.5	-6.5
CCOC(=O)c1cnn2c(C(F)(F)F)cc(-c3ccccc3)nc12	-15.2	-4.1	11.8	-6.6	3.6	-12.3	-26.5	13.0	10.0	-21.0	0.7
CCOC(=O)C1=C(O)C(=O)N(c2ccc(S(N)(=O)=O)cc2)C1c1ccc(Cl)cc1 (stereo not drawn)	-5.7	7.7	12.4	-1.4	12.1	-1.9	6.8	11.4	5.7	-2.1	-15.4
CCCCn1c(SCC(=O)Nc2oc(C)c3c(C)n[nH]c(=O)c23)nc2cc(S(N)(=O)=O)ccc21	-5.1	-3.1	-0.8	3.9	-0.7	-3.8	4.4	9.0	-12.0	-15.3	0.0
CCC(C)c1ccc(NC(=O)NCCN2CCCCC2)cc1 (stereo not drawn)	-4.8	3.1	5.9	5.5	20.2	-2.3	-4.5	2.3	9.8	14.7	-14.3
CCc1nc(SCC(=O)c2cccc([N+](=O)[O-])c2)n[nH]1	-14.1	0.7	-2.5	-1.1	-12.1	4.5	-3.7	16.7	-9.4	-12.5	4.6
Cc1nnc(NC(=O)CN2C(=O)NC3(CCCC3)C2=O)s1	14.9	9.4	-7.8	-1.1	0.7	25.0	-8.0	-0.8	-2.9	17.6	-2.9
COc1cc(/C=N/N=C2/NC(=O)C(CC(=O)O)S2)ccc1OCc1cccc(Cl)c1 (stereo not drawn)	-3.7	-21.9	-14.6	-17.5	-34.6	-12.3	-5.3	12.4	-30.0	-47.4	-15.9
CCOc1ccc(/C=N/NC(=O)CC(=O)Nc2ccc(Cl)c(Cl)c2)cc1	-1.9	8.2	14.7	0.5	-63.5	-2.1	-10.0	-3.8	-14.3	-7.6	-11.1
CC(=O)Nc1cccc(OCC(=O)NCCC2=CCCCC2)c1	27.8	-4.9	-16.8	-24.3	-23.1	-14.1	-11.0	3.3	-2.1	-30.0	-16.6
CN(C)S(=O)(=O)c1cccc(-c2nn(-c3ccccc3)cc2/C=C(/C#N)C(=O)NCc2ccco2)c1	-5.5	-5.3	8.1	12.6	-1.5	39.0	2.2	-43.3	-4.9	0.1	-4.1
COC(=O)c1cccc(NC(=O)CCCN2C(=O)NC3(CCCC3)C2=O)c1	-19.0	-8.3	-8.4	7.3	11.5	-12.7	-3.6	17.4	-26.8	-9.2	-3.4
O=[N+]([O-])c1ccc(-n2cccn2)c(-c2nn[nH]n2)c1	0.2	8.7	5.5	-3.7	-1.1	5.1	2.7	4.7	-28.1	-0.3	2.2
COc1ccc(/C=N/NC(=O)c2ccn[nH]2)cc1Cn1cc([N+](=O)[O-])cn1	-7.1	-24.9	-49.0	-19.5	-2.8	2.8	-19.8	1.2	-48.5	-14.6	-1.5

Exported as comma-separated lines: two of the compounds above.
structure,TWEAK-Fn14 inh,NR2F2 inh,LRH-1 inv ag,NCOA3 inh,Shn3 3UTR inh,CF NFkB block,C8 TRAIL sens,KKLEB tox,NCOA1 inh,TROY signal inh,LMP1 NFkB inh
CCC(C)c1ccc(NC(=O)NCCN2CCCCC2)cc1 (stereo not drawn),-4.8,3.1,5.9,5.5,20.2,-2.3,-4.5,2.3,9.8,14.7,-14.3
COc1cc(/C=N/N=C2/NC(=O)C(CC(=O)O)S2)ccc1OCc1cccc(Cl)c1 (stereo not drawn),-3.7,-21.9,-14.6,-17.5,-34.6,-12.3,-5.3,12.4,-30.0,-47.4,-15.9

(next part)
SMILES	TWEAK-Fn14 inh	NR2F2 inh	LRH-1 inv ag	NCOA3 inh	Shn3 3UTR inh	CF NFkB block	C8 TRAIL sens	KKLEB tox	NCOA1 inh	TROY signal inh	LMP1 NFkB inh
CC(C)OP(=O)(Nc1cccc2ccccc12)OC(C)C	9.7	7.6	-11.9	19.9	9.1	-10.8	-6.3	-14.3	4.2	6.3	5.7
CN(Cc1ccccc1)Cc1cc(=O)oc2ccccc12	-17.8	-20.3	-83.7	-22.3	-12.0	-4.9	1.3	-12.6	-42.6	-29.7	·
COc1cccc(CNC(=O)COC(=O)C2CC3CCCC(C2)C3=O)c1 (stereo not drawn)	-15.8	13.9	-2.8	9.7	-0.7	-4.7	3.4	-3.9	-0.1	-11.9	-1.4
CCCn1nc2cc(C(=O)NCc3ccc(C)cc3)ccc2c1OCC	-15.4	-2.8	-14.1	-16.9	6.0	8.0	-29.6	9.8	-19.9	-16.6	8.6

From PubChem BioAssay

A portion of the library; count on the stated rates, not on these rows.
